# Screens deposited in PubChem by National Center for Advancing Translational Sciences (NCATS).
# IL-1B inflam inh = qHTS for Inhibitors of Inflammasome Signaling: IL-1-beta AlphaLISA Primary Screen; THP-1 LPS/ATP IL-1B secretion, AlphaLISA, 16 h; active compounds read low; activity change, % at 57.5 µM; hit rate 4.7% among 360,000; AID 743279, 2014; in the data active = activity change below about -50%; inconclusive = mostly about -30% to -49%; also: % is scaled to controls: 0 for no effect and ±100 for the full control effect
#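 THP-1 cells pretreated 1 hr with compounds (up to 57.5 uM final), then stimulated with LPS (250 ng/mL final) plus ATP (1.25 mM final); secreted IL-1B measured by AlphaLISA after 16 hr, decreased signal indicating inhibition.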
# HepG2 viability = qHTS for Inhibitors of TGF-b: Cytotox Counterscreen; HepG2 CAGA-GFP viability, ATP luminescence, 18 h; hit rate 0.76% among 410,000; Potency, µM (highest dose often 46.1 µM), inactives show at the top dose activity change, negative = cytotoxicity, hits mostly cytotoxic; also: potency is read from the fitted curve at half-maximal effect; some results filed as inactive show a strong effect at the top dose
#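 CellTiter-Glo luminescence gave cytotoxicity after 18 hours at 37 degrees C. The cells were HepG2 CAGA-GFP in 1% FBS DMEM, stimulated with 500 pg/mL TGF-beta after compound addition. %Activity was normalised to no-cell wells (complete cell-killing) and DMSO (no toxicity), and curves were fitted and classified.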
# KB-3-1 tox = qHTS assay for MDR1-selective chemotherapeutics: Primary screen using the parental adenocarcinoma cell KB-3-1; KB-3-1 viability, CellTiter-Glo ATP luminescence, 72 h; Potency, µM (series often up to 46.1 µM), for inactives: at the top dose activity change, negative = cytotoxic, most hits filed as cytotoxic; hit rate 1.4% among 400,000; AID 1347075, 2019; also: potency is read from the fitted curve at half-maximal effect; % is scaled to controls: 0 for no effect and ±100 for the full control effect; nearly all actives have a fitted effect of over 60% in size
#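 Viability of parental KB-3-1 cells, measured by CellTiter-Glo luminescence, followed a 72 h incubation at 37 °C with pinned compounds in phenol-red-free DMEM containing 10% FBS.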
# HT1080-NT tox = qHTS for induction of synthetic lethality in tumor cells producing 2HG: qHTS for the HT-1080-NT fibrosarcoma cell line; hit rate 1.6% among 360,000; HT-1080-NT fibrosarcoma viability, CellTiter-Glo ATP luminescence, 48 h; Potency, µM (doses to about 46.1 µM), for inactives: top-dose activity, negative = less viability, usual class: cytotoxic; AID 686970, 2013;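 also: NT is the 2HG producing partner of a matched IDH1 knockdown line; potency is read from the fitted curve at half-maximal effect; 0% = DMSO-treated cells and -100% = media-only wells without cells; nearly all actives have a fitted effect of over 55% in size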
#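 Read-out is CellTiter-Glo luminescence after 10 minutes at room temperature, following 48 hours' compound treatment of HT-1080-NT cells (750 cells/well, RPMI, 5% FBS, 37 degrees C).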
# ATXN2 expr inh = Primary qHTS for Inhibitors of ATXN expression; HEK-293 ATXN2-luciferase reporter, luminescence, 24 h; Potency, µM (doses to about 57 µM), for the others: at the highest dose activity change, negative = inhibition, most hits filed as inhibitors; hit rate 0.72% among 360,000; AID 1745845, 2022; also: potency is read from the fitted curve at half-maximal effect; % is scaled to controls: 0 for no effect and ±100 for the full control effect; nearly all actives have a fitted effect of over 55% in size
#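 ATXN2-luciferase reporter cells (luciferase flanked by upstream and downstream ATXN2 gene portions) were treated 24 h at 37 °C with compounds at up to 57 uM. SteadyGlo luminescence gave expression; GF-AFC fluorescence gave viability.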
# ATXN viability = Viability Counterscreen for Primary qHTS for Inhibitors of ATXN expression | AID 651635, 2014 | Potency, µM (highest dose often 56.7 µM), most hits filed as cytotoxic | hit rate 0.49% among 400,000 | S2 cells (HEK-293 line with an ATXN2-luciferase reporter) viability, CellTiter-Fluor protease fluorescence, 24 h; also: potency is read from the fitted curve at half-maximal effect; nearly all actives have a fitted effect of over 40% in size
# SW480 rerep = A quantitative high throughput screen for small molecules that induce DNA re-replication in SW480 colon adenocarcinoma cells. SW480 DNA re-replication, Hoechst DNA content imaging, 48 h. Potency, µM (titrated, usually from 46.1 µM), for the others: top-dose re-replication activation, usual class: activators. hit rate 1.8% among 340,000; also: potency is read from the fitted curve at half-maximal effect; % of control where 0% means no effect; nearly all actives have a fitted effect of over 55% in size
#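 Quantitative HTS format with DMSO vehicle controls; 48 hr drug incubation at 37 C, then 40 min Hoechst staining and scanning imager measurement at 405 nm excitation.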
# MCF10A rereplic = A quantitative high throughput screen for small molecules that induce DNA re-replication in MCF 10a normal breast cells; MCF 10A DNA re-replication, Hoechst nuclear intensity, 48 h; Potency, µM (series often up to 46.1 µM), for inactives: top-dose activity, positive = re-replication, hits mostly activators; hit rate 2.9% among 350,000; AID 624296, 2012; also: potency is read from the fitted curve at half-maximal effect; % of control where 0% means no effect; nearly all actives have a fitted effect of over 50% in size
# HT1080 IDH1KD tx = qHTS for induction of synthetic lethality in tumor cells producing 2HG: qHTS for the HT-1080-IDH1KD cell line. HT-1080 IDH1 knockdown viability, ATP luminescence, 48 h. Potency, µM (series often up to 46.1 µM), for the others: at the top dose activity, negative = toxicity, hits mostly cytotoxic. hit rate 2% among 360,000;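 also: potency is read from the fitted curve at half-maximal effect; 0% = DMSO wells and -100% = cell-free medium wells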
#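 Knockdown cells (IDH1KD HT-1080) received compounds 2 h after plating at 750 cells/well and were kept 48 h at 37 °C in 5% FBS RPMI. A CellTiter-Glo luminescence read gave % activity for curve fitting.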
# The depositor's hits bear a star; i = inactive; ? = inconclusive; / = not tested or not shown; [ ] = remark or other dose. Unless noted, calls follow the shape of the dose curve; as a rule, active = well fitted curve in the direction sought with a large enough effect; inconclusive = small, poorly fitted or top-dose-only effect, or another doubt; inactive = no such curve, though single readings can be large; an effect the other way counts as inactive or inconclusive.
# Values run as follows: IL-1B inflam inh | HepG2 viability | KB-3-1 tox | HT1080-NT tox | ATXN2 expr inh | ATXN viability | SW480 rerep | MCF10A rereplic | HT1080 IDH1KD tx
CC(=O)c1ccc(OCc2ccccc2)c(C)c1O
  6 | -19% | -24% | 10% | 44%[activator] | i | -2% | 9% | 21%
COc1cccc(CNc2nc3cc(-c4cccc(C(F)(F)F)c4)sc3c(=O)n2C)c1
  37 | -13% | 0% | 7% | 6% | i | / | / | 8%
CCC(CC)C(=O)NC1CC(=O)N(c2ccc3c(c2)OCCO3)C1 (stereo unspecified)
  / | -5% | 6% | / | 9% | i | / | / | /
CC(=O)N(OCc1ccc(OC(C)C)c(Cl)c1)C(C)=O
  3 | -8% | 1% | 9% | 7% | i | -1% | 2% | -3%
CC(C)(C)OC(=O)C[C@@H]1C/C=C\C[C@@H](CC(=O)N(CCO)Cc2ccccc2)C(=O)N[C@H](Cc2ccccc2)COC1=O
  -12 | -5% | 14% | -2% | -1% | i | -2% | 21µM* | 8%
Cn1c(=O)c2c(SCC(=O)NCC3CCCO3)nc(-c3cccc(F)c3)nc2n(C)c1=O (stereo unspecified)
  / | 8% | -7% | / | -4% | i | / | / | /
O=C(COc1ccc2c3c(c(=O)oc2c1)CCCC3)NCC(O)c1ccccc1 (stereo unspecified)
  -9 | 2% | 9% | 12% | / | i | 4% | ? | 21%
Cc1cccc(NC(=S)N2CCCCCC2)c1C
  0 | 0% | -17% | 1% | 7% | i | -8% | -27% | 6%
COc1ccc(/C=C2/CCc3ccccc3C2=O)cc1OC
  -99* | -30% | -4% | 7% | 9% | ? | 0% | 14% | -13%
Cc1cccc2c(=O)n3c(cc12)-c1[nH]c2ccccc2c1CC3
  -6 | -25% | 28% | ? | -20% | i | ? | 21µM* | -22%
CCc1nc2c(OCc3cc(Cl)cc(Cl)c3)cccn2c1N(C=O)Cc1ccccc1
  ? | -73% | ? | ? | ? | ? | / | / | ?
O=C(O)CCC(=O)N1CCN(Cc2ccc3c(c2)OCO3)CC1
  3 | -4% | -2% | 13% | 4% | i | -32%[inhibitor][1.84 µM] | 26% | 12%
COc1ccc(NC(=O)CN(C)C(=O)/C=C/c2cn(-c3ccccc3)nc2-c2cccs2)cc1
  3 | -16% | 0% | -1% | -8% | i | 3% | 2% | -8%
Cn1cc(S(=O)(=O)N2CCOCC2)cc1C(=O)NCCc1ccccc1
  27 | -24% | 2% | 19% | 4% | i | -2% | -3% | 0%
COc1ncccc1-c1nnn(-c2ccccc2Br)n1
  -18 | -25% | 6% | 2% | 23% | i | -7% | -10% | 1%
O=[N+]([O-])c1ccc(N2CCN(S(=O)(=O)c3ccc4ccccc4c3)CC2)cc1NCC1CCCO1 (stereo unspecified)
  -17 | -14% | -2% | 7% | -10% | i | -3% | 3% | 19%
COc1ccc(CC(=O)Nc2cc(S(=O)(=O)N3CCCCC3)ccc2C)cc1OC
  27 | -29% | -22% | -19% | -24% | i | 18% | -5% | -13%
COc1cc(/C=C(\C#N)C(=O)Nc2ccc(SC(F)F)cc2)cc(OC)c1OC
  14 | -22% | 0% | -1% | -8% | i | 4% | 7% | -2%
COC(=O)c1sc2ccccc2c1-n1cccc1C(=O)C(=O)Nc1ccc(OC)cc1
  22 | 10% | 5.8µM* | -23% | -6% | i | -5% | 28% | -10%[9.24 µM]
Cc1ccc(C(=O)NC2CCSC2=O)cc1 (stereo unspecified)
  11 | -4% | 11% | 5% | 3% | i | -7% | 11% | 0%
COc1ccc(N2CC(C(=O)N3CCN(C(=O)c4ccco4)CC3)CC2=O)cc1 (stereo unspecified)
  0 | -1% | -2% | 0% | -18% | i | -6% | -3% | 1%
CCCNC(=O)C(Cc1cccc(Cl)c1)NC(=O)c1ccccc1 (stereo unspecified)
  11 | -23% | 24% | -8% | 9% | i | ? | -2% | -3%
COc1ccc(C(CNS(=O)(=O)c2ccc(F)cc2)N2CCN(C)CC2)cc1 (stereo unspecified)
  -4 | 1% | 1% | -4% | 9% | i | -3% | 0% | 8%
CC(=O)Nc1cc(OC(=O)c2ccco2)cc(OC(=O)c2ccco2)c1
  5 | -11% | 14% | 13% | 7% | i | -9% | 2% | 6%
Cc1cccc(OCC(=O)NCc2cc(C)nc3ccccc23)c1
  52 | -14% | -20% | -8% | -23% | i | -12% | 4% | -15%
c1ccc(-c2csc(N3CCN(c4ccccn4)CC3)n2)cc1
  -13 | -35% | -2% | -27% | 52%[activator] | i | 0% | -8% | ?
O=c1c2ccccc2nc(-c2ccco2)n1-c1nc2ccccc2s1
  -16 | -18% | -4% | -3% | 5% | i | 16% | ? | -1%
O=C(Cc1ccccc1)Nc1ccc(NC(=O)Cc2ccccc2)c(Cl)c1
  -1 | -14% | 3% | 13% | -4% | i | -7% | 0% | 27%
COc1ccc(CNCC(=O)Nc2cc(OC)cc(OC)c2)cc1
  6 | 16% | -7% | -4% | / | i | -10% | 17% | 0%
CC(C)(O)CC[C@@H](O)[C@](C)(O)[C@H]1CC[C@@]2(O)C3=CC(=O)[C@@H]4C[C@@H](O)[C@@H](O)C[C@]4(C)C3CC[C@]12C (stereo partly specified)
  -7 | 12% | 0% | 4% | 9% | i | -15% | -1% | 7%
COc1ccc(CSc2n[nH]c(C)n2)cc1Br
  0 | -23% | 5% | 9% | 55%[activator] | i | -4% | ? | -5%
COc1ccc(C(NC(=O)C(C)C)c2c(O)ccc3ccccc23)cc1OC (stereo unspecified)
  -4 | 4% | 0% | 0% | 2% | i | -7% | 1% | 0%
CCOC(=O)c1c(N=CN(C)C)c2cc([N+](=O)[O-])cnc2n1C
  18 | -19% | ? | -5% | -5% | i | 25% | -23% | 0%
CC(C)[C@H](NC(=O)c1nn(Cc2ccccc2)c(=O)c2ccccc12)C(=O)O
  21 | 7% | 9% | -3% | 5% | i | 2% | 3% | 1%
O=C(CSc1ccc(-c2cccc([N+](=O)[O-])c2)nn1)N1CCCC1
  -10 | 3% | 3% | 17% | 12% | i | 2% | 3% | 9%
c1ccc2c(c1)[nH]c1c(N3CCN(C4CCCCC4)CC3)ncnc12
  7 | -46% | -3% | ? | -25% | i | 8% | 8% | -22%
CC1=CC(C)(C)N=C(Nc2nc(C)c3cc(C)cc(C)c3n2)N1
  -95* | -47% | ? | -4% | ? | ? | 0% | 27% | -4%
COC(=O)c1ccccc1NC(=O)CN(c1ccccc1)S(=O)(=O)N(C)C
  -2 | -15% | 3% | -1% | -3% | i | -5% | -8% | 7%
O=C(CC(=O)N/N=C/c1ccc(O)cc1)N/N=C/c1ccc(O)cc1
  0 | -1% | 7% | 11% | 1% | i | 4% | 1% | 10%
CN(Cc1ccc(F)cc1)C(=O)c1cc(COc2ccc(F)cc2F)on1
  -16 | -11% | -4% | 27% | 9% | i | -6% | -3% | 21%
COc1ccc(CCC(=O)NCC(=O)OCc2ccccc2)cc1
  14 | -2% | 11% | 8% | 3% | i | -13% | 21% | 16%
CCCCCOc1ccc(Cl)cc1CN1CCOCC1
  13 | -4% | -15% | -4% | 37% | i | -5% | 22% | -11%
COc1ccccc1N1CCN(C(=O)c2cc3c(-c4ccc(Cl)cc4)nn(C)c3s2)CC1
  5 | -10% | -5% | 2% | -5% | ? | 11% | -5% | -1%
CC1(c2nnc(-c3ccncc3)o2)CC(c2cccnc2)=NO1 (stereo unspecified)
  -5 | -1% | 13% | 0% | 6% | i | -3% | 19% | 6%
CC(=O)N1N=C(c2ccncc2)OC12CCCC2
  -9 | 9% | -16% | 1% | 1% | i | -1% | 0% | 0%
COc1ccccc1OCC(=O)Nc1cccc(N(C)S(C)(=O)=O)c1
  -9 | -2% | 18% | 10% | 17% | i | -22% | 4% | 10%
CC(Nc1nc(N2CCCC2)nc2ccccc12)c1ccccc1 (stereo unspecified)
  -80* | -53% | 16µM* | ? | ? | ? | -2% | 16% | ?
CC12CN3CC(c4ccccc4)(CN(C1)C3c1ccc(Cl)cc1)C2=O (stereo unspecified)
  / | 2% | 3% | / | -13% | i | / | / | /
COc1cc(C(=O)NCCNC(=O)C2CCCNC2=O)cc(OC)c1OC (stereo unspecified)
  12 | -132% | 19% | 14% | -5% | i | 14% | -1% | 11%
CCN(CC)CCCN(CC(=O)N(C)Cc1ccccc1)C(=O)c1ccc([N+](=O)[O-])cc1
  -14 | -2% | 0% | -11% | / | i | -5% | 1% | -7%
C=CCc1cccc2cc(-c3nc4ccc(C(=O)O)cc4[nH]3)c(=O)oc12
  / | -10% | 14% | / | 66%[activator] | i | / | / | /
Cc1ccc(/C=N/NC(=O)c2ccc(N(C)S(=O)(=O)c3ccccc3)cc2)cc1
  -53* | -24% | 27% | -19% | -18% | i | ? | 20% | ?
CC1CC(C)CN(S(=O)(=O)c2cccc(C(=O)OCCN3CCCC3=O)c2)C1 (stereo unspecified)
  23 | 1% | -3% | -3% | -6% | i | -3% | -6% | -7%
CCC12CN(C(=O)c3ccc(C)cc3)CC(CC)(CN(C(=O)c3ccc(C)cc3)C1)C2=O
  -2 | 2% | -9% | 3% | 10% | i | ? | 2% | 5%

# 3 entries out of the list above, sorted by the value under SW480 rerep, lowest first:
SMILES,SW480 rerep
COc1ccccc1OCC(=O)Nc1cccc(N(C)S(C)(=O)=O)c1,-22%
CC1CC(C)CN(S(=O)(=O)c2cccc(C(=O)OCCN3CCCC3=O)c2)C1 (stereo unspecified),-3%
COc1cc(C(=O)NCCNC(=O)C2CCCNC2=O)cc(OC)c1OC (stereo unspecified),14%
